T cell HTS – T cell immune modulators affecting CD8 T cell-vesicle binding; 330,000 compounds, 0.068% hits; calls only at 7 µM; 2C CD8+ T cell-vesicle binding, flow cytometry; hits give low values;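 active means response, share of CD8 T cells binding vesicles, and their 90th percentile fluorescence all below set limits, cut at about 80% in these data, passing the limit was not always enough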
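Incubation: binding step 1.5 h, 37 °C, antibody labelling 20 min, ice; system: murine 2C transgenic CD8+ T lymphocytes; technique: cytometric PE anti-B7-1 and Alexa647 anti-CD8 signals after 1% paraformaldehyde fixation; also added: QL9-charged Drosophila Ld/ICAM-1/B7-1 vesicles; control set: naked versus QL9-loaded vesicles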
MgcRacGAP inhibition – MgcRacGAP GTPase-activating activity inhibitors, confirmation, biochemical, ADP Hunter fluorescence; 340,000 compounds, 0.6% hits; one-dose inhibition, % at 30 µM; IC50 in µM for titrated hits; MgcRacGAP-stimulated Rac1 GTP hydrolysis, ADP Hunter fluorescence; higher % means a stronger effect; GST-tagged Rac1 F28L mutant substrate;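 active means first-screen hits whose inhibition reached a set limit at any dose in the follow-up dose series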;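 further: fluorescence reports GDP produced by GAP-driven GTP hydrolysis; strong numbers were not always called active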
GPR55 beta-arrestin – selective activators of receptor GPR55 – imaging, U2OS cells, beta-arrestin-GFP redistribution, primary screen (AID 1961); U2OS GPR55 beta-arrestin-GFP redistribution imaging; higher % means a stronger effect; 290,000 compounds, 0.048% hits; activation, % at 10 µM; hits with a dose series show EC50 in µM;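 active means activation above 40% with more than 50 cells counted in the well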;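 further: U2OS osteosarcoma cells stably expressing GPR55 and beta-arrestin-GFP; plate controls were DMSO negative control for no effect and LPI positive control for full effect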
Lipid droplet – modulators of hepatic lipid droplet formation; AML12 mouse hepatocytes, oleate lipid droplets, BODIPY imaging; inhibition, % at 6.5 µM; 240,000 compounds, 0.4% hits; AID 1656;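 active means lipid droplet intensity inhibited by at least 50%, with more than 500 cells counted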
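System: AML12 hepatocytes (mouse). Probe or stimulus: oleic acid at 100 µM to induce lipid droplet formation. Times: overnight treatment with compound plus oleate. Detection: Image-based BODIPY and DAPI two-channel analysis. Evaluation: percent inhibition of filter-corrected integrated lipid droplet intensity per well.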
GPR35 arrestin U2OS – GPR35 antagonists blocking zaprinast-driven arrestin recruitment, primary screen, imaging, U2OS, beta-arrestin-GFP, zaprinast agonist (AID 2058). 290,000 compounds, 0.052% hits. inhibition, % at 10 µM, or IC50 in µM where a hit was titrated. U2OS GPR35 beta-arrestin-GFP translocation imaging, zaprinast antagonism; higher % means a stronger effect;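 active means inhibition of at least 50% with at least 30 cells and total cytoplasm GFP at most 10,000,000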
NTR1 agonist – NTR1-driven beta-arrestin-GFP spot formation – imaging, U2OS cells, high content, primary screen (AID 493036); agonist mode; 330,000 compounds, 0.17% hits; activation, % at 20 µM;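 active means activation at or above 40% of the spot to cytoplasm intensity ratio, with at least 20 cells analyzed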;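 further: 0% = DMSO without peptide and 100% = 100 nM NTR1 peptide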
Target sequence (P30989 whole entry, looked up): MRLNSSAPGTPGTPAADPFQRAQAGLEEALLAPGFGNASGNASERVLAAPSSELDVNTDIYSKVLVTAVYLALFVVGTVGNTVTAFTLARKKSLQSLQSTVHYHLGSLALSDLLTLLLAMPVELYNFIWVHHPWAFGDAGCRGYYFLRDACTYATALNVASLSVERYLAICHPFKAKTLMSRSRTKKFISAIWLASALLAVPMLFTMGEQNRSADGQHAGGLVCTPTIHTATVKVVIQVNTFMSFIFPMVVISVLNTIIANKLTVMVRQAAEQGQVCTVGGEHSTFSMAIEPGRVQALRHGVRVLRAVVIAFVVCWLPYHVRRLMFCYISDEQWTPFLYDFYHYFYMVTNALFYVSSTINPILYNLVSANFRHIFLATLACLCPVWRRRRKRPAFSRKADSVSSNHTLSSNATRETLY
LYP inhibition – PTPN22 lymphoid phosphatase activity blockers – biochemical, fluorescence intensity, uHTS (AID 1779); recombinant LYP phosphatase, fluorescence intensity; higher % means a stronger effect; inhibition, % at 11.5 µM, or IC50 in µM where a hit was titrated; 290,000 compounds, 0.054% hits; in the data active means inhibition above about 50%;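 further: plate controls were vehicle with enzyme for no effect and no enzyme for full effect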
GPR55 antagonists – GPR55 antagonists blocking LPI-driven arrestin recruitment, primary screen, imaging, U2OS, beta-arrestin-GFP, LPI agonist (AID 2013); U2OS GPR55 beta-arrestin-GFP translocation imaging, LPI antagonism; higher % means a stronger effect; one-dose inhibition, % at 10 µM; IC50 in µM for titrated hits; 290,000 compounds, 0.13% hits;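 active means spots per cell inhibited over 60%, with over 100 cells counted and total cytoplasm intensity under 500,000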;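 further: U2OS cells stably carrying GPR55 and arrestin-GFP stimulated by 5 µM LPI near EC80; imaged beta-arrestin-GFP aggregate spots per cell after agonist stimulation; plate controls were LPI-stimulated DMSO wells for no effect and DMSO wells without LPI for full effect; some results filed as inactive read as strong as hits; confirmed hits need IC50 under 10 µM and bright autofluorescent wells are also inconclusive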
SV40 large T antigen – SV40 large T antigen inhibitors, biochemical (AID 1903). 310,000 compounds, 0.39% hits. SV40 large T antigen ATPase/helicase inhibition assay; higher % means a stronger effect. inhibition, % at 20 µM; hits with a dose series show IC50 in µM; in the data active means a potency from the dose series; further: strong numbers were not always called active
Lipid droplet cells 6.5 µM – recorded beside Lipid droplet, whose call it bears; cell count; measured here: cell count, cytotoxicity flag;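 cells counted across two imaged fields per well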
T cell HTS vesicle-bound % – also measured in T cell HTS; calls as there; double positive events, %; measured here: CD8+ vesicle-bound cell fraction;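 binding gate set so that unloaded-vesicle control wells show 10% double positive cells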
NTR1 agonist cell count 20 µM – recorded beside NTR1 agonist, whose call it bears; cell count; measured here: cell count, cytotoxicity flag
Active calls of the source: *; i = inactive; . = not tested or not shown.

SMILES	T cell HTS	T cell HTS vesicle-bound %	MgcRacGAP inhibition	GPR55 beta-arrestin	Lipid droplet	Lipid droplet cells 6.5 µM	GPR35 arrestin U2OS	NTR1 agonist	NTR1 agonist cell count 20 µM	LYP inhibition	GPR55 antagonists	SV40 large T antigen
Cc1ccc(C(=O)Oc2ccccc2N2C(=O)C3CCC(C)CC3C2=O)cc1 (centres undefined)	i	45	2%	-0.2%	1	735	4%	4.8	82	1%	10%	17%
CN(C)c1ccc(C(=O)/C=C/c2cccnc2)cc1	i	46	14%	0.7%	-1	791	15%	2.0	83	3%	1%	8%
Oc1c(Br)cc(Br)cc1/C=N/N1CCN(Cc2ccccc2)CC1	i	46	-1%	0.1%	10	645	-6%	.	.	-7%	6%	17%
CC(C)N(Cc1nc(-c2ccccc2)no1)C(=O)c1ccc(Br)o1	i	23	5%	0.2%	-19	763	-4%	0.6	63	-1%	10%	-6%
O=C(NCc1ccncc1)C1CCCN(S(=O)(=O)Cc2ccccc2)C1 (centres undefined)	i	21	10%	0.3%	2	797	-10%	-3.2	109	-10%	4%	-2%
Cc1ccc2c(C)c(C(=O)N(Cc3ccccc3)C3CCS(=O)(=O)C3)oc2c1 (centres undefined)	i	18	9%	0.1%	-8	797	12%	2.3	44	1%	3%	-6%
Cc1ccc(-c2nc3cc(Br)cnc3nc2-c2ccc(C)cc2)cc1	i	34	-1%	0.1%	-2	685	-4%	12	62	5%	2%	9%
O=C(NC1CCCc2ccccc21)C1CCN(C(=O)c2sccc2-n2cccc2)CC1 (centres undefined)	i	12	-1%	-0.3%	-6	677	7%	-1.2	50	-4%	8%	12%
CCOP(=O)(c1ccccc1)C(O)c1ccc(Br)cc1 (centres undefined)	i	32	1%	0.3%	-18	661	3%	-1.2	62	5%	9%	-12%
CCOC(=O)CCc1c(C)c2ccc(OCC)c(C)c2oc1=O	i	61	.	-0.1%	14	775	7%	2.6	68	-5%	6%	9%
CC(C)/C=C/C(=O)N1CCC(N2CCC(C(=O)N3CCOCC3)CC2)CC1	i	9	4%	-0.3%	17	756	1%	-0.8	61	-4%	15%	1%
COC(=O)CCSc1cc([N+](=O)[O-])cc2c1c(C1OCCS1)nn2-c1ccccc1 (centres undefined)	i	52	12%	0.0%	.	.	13%	5.1	42	2%	14%	9%
O=C(CSc1ccc2nnc(-c3ccccc3)n2n1)N1CCCCC1	i	27	14%	.	.	.	.	-0.7	54	.	.	14%
Cc1nc(NCc2ccccc2)[nH]c(=O)c1CCC(C)C	i	7	7%	0.3%	-3	677	15%	0.0	52	-3%	-1%	2%
Cc1ccc(C2CC(=O)c3cnc(NC(=O)c4ccco4)nc3C2)cc1 (centres undefined)	.	.	-5%	-0.1%	-6	745	-1%	.	.	-5%	-6%	2%
COc1ccc(CNC2CCCCC2)cc1	i	12	12%	0.3%	5	742	10%	-0.7	47	-6%	5%	12%
CSc1ccc(S(=O)(=O)N2CCC(C(=O)Nc3ccc(NC(C)=O)cc3)CC2)cc1	i	30	5%	-0.1%	0	849	24%	-1.4	24	-6%	-11%	2%
COC(=O)C1CCN(C(=O)CCC2CCCCC2)CC1	i	41	7%	0.3%	-3	759	1%	-1.4	53	2%	0%	5%
CCn1c(-c2cccnc2Cl)nc2ccccc21	i	15	5%	-0.2%	-11	645	-4%	-0.1	93	0%	16%	2%
Nc1cc2ccccc2oc1=O	i	34	-7%	-0.2%	4	734	5%	0.6	48	-6%	-4%	9%
N=c1n(Cc2ccccc2)c2ccccc2n1CC(O)c1ccco1 (centres undefined)	i	54	16%	-0.3%	.	.	16%	0.2	45	-8%	8%	1%
Cc1ccccc1NC1=NC(=S)N(c2ccccc2)C12CCCCC2	i	53	7%	-0.5%	-5	734	-3%	0.9	59	-1%	-1%	-4%
O=C(NNS(=O)(=O)c1ccc(Cl)cc1)c1cnn(-c2ccccc2)c1-n1cccc1	i	13	6%	0.1%	.	.	1%	2.4	83	-3%	4%	1%
Cc1ccc(S(=O)(=O)Nc2ccc3c(c2)OCCO3)c(C)c1NS(C)(=O)=O	i	59	14%	0.9%	10	867	7%	-1.5	53	-8%	13%	27%
Cc1cc(C(=O)CCC(=O)NC(C)c2ccc(S(N)(=O)=O)cc2)c(C)s1 (centres undefined)	i	14	3%	.	.	.	.	0.2	54	.	.	2%
CSc1ccc(CNCc2ccco2)cc1	i	57	-3%	0.5%	0	815	-13%	-0.5	66	-2%	9%	5%
O=C(O)c1cccc(S(=O)(=O)NCC2CCCO2)c1 (centres undefined)	i	11	0%	0.3%	0	776	-3%	-0.6	90	-4%	0%	1%
O=C1CC(c2ccccc2)CC(O)=C1C=NCC1CCCO1 (centres undefined)	i	35	10%	0.2%	.	.	0%	-1.7	35	-6%	10%	4%
O=C(CNC(=O)c1ccccc1)OCc1nnc(-c2ccc(Cl)cc2)o1	i	38	2%	0.7%	3	649	-5%	0.8	57	-2%	-1%	11%
CCOC(=O)[C@H]1[C@H]2COc3ccc(C)cc3[C@@H]2N2C(=O)c3ccccc3NC(=O)[C@@]12C	i	24	9%	.	.	.	.	0.9	77	.	.	10%
C/C(=N/NC(=O)c1ccc(C)nc1)c1ccc2c(c1)CCCC2	i	33	7%	-0.1%	-3	705	2%	-1.4	84	0%	7%	5%
CC(C)CC1CCCCC1OC(=O)C[N+]1(C)CCCCC1 (centres undefined)	i	48	0%	-0.5%	2	678	10%	0.7	41	-6%	13%	-2%
O=P(Cc1cc(Br)cc(Br)c1OCCO)(c1ccccc1)c1ccccc1	i	37	13%	1.1%	-4	744	-8%	1.0	39	-3%	10%	10%
Cc1nc2cc(-c3ccccc3)nn2c(C)c1CCC(=O)N1CCN(c2ccccn2)CC1	.	.	.	0.7%	.	.	10%	.	.	6%	0%	13%
CCCCN(C(=O)CCC(=O)Nc1cc(C)on1)C(C(=O)NC1CCCC1)c1ccc(OCC)cc1 (centres undefined)	i	30	10%	-0.1%	74*	797*	-2%	-0.7	52	-6%	-19%	8%
CC(C)NC(=O)NC(=O)COC(=O)CCOc1ccccc1	i	29	6%	0.0%	-1	827	-3%	-0.9	98	-4%	-2%	-3%
O=C(CSc1nnnn1-c1ccc(O)cc1)c1cc2ccccc2o1	i	21	12%	0.2%	2	812	-4%	2.4	61	-3%	3%	5%
CCCC(c1nnnn1C(C)(C)C)N1CCN(Cc2ccccc2)CC1 (centres undefined)	i	46	7%	-0.1%	-1	751	9%	-0.7	29	-6%	8%	.
Cc1nnsc1C(=O)Nc1ccc(Cl)cc1Cl	i	50	6%	-0.1%	.	.	4%	-3.3	86	-7%	23%	-6%
CCOc1ncccc1C(=O)OCC(=O)Nc1cccc(C(C)=O)c1	i	25	0%	0.6%	-2	775	13%	1.0	59	-7%	-18%	21%
CCn1nnnc1NCc1ccc(OCc2c(F)cccc2Cl)c(OC)c1	i	43	4%	-0.1%	-9	622	1%	0.8	56	-5%	13%	6%
O=C(N/N=C/C=C/c1ccccc1[N+](=O)[O-])c1cc(-c2ccccc2)n[nH]1	i	27	8%	0.3%	4	771	3%	0.0	47	-1%	0%	1%
CCn1c(SCc2nnc(-c3ccccc3)o2)nc2c1c(=O)n(C)c(=O)n2C	.	.	.	-0.2%	0	749	-6%	.	.	-8%	-8%	.
CCOC(=O)Cc1nnc(NC(=O)CCc2ccccc2)s1	i	51	7%	-0.1%	1	754	18%	3.8	90	-6%	14%	1%
CN(Cc1c(F)cccc1Cl)S(=O)(=O)c1cccs1	i	20	3%	0.7%	9	862	-13%	0.1	47	1%	-3%	7%
COc1ccc(/C=N\NC(=O)c2cccc(Br)c2)c(OC)c1	i	43	4%	-0.1%	0	754	-5%	2.9	40	-2%	13%	1%
COc1ccc(CC(C)N2CCN(Cc3ccccc3)CC2)c(OC)c1 (centres undefined)	i	16	10%	-0.3%	-1	674	4%	-3.4	60	-3%	34%	7%
O=C(Nc1ccccc1)C1CC=CCC1C(=O)OCC1CCCO1 (centres undefined)	i	34	4%	-0.2%	8	795	1%	-2.1	83	-6%	0%	4%
COc1cc(/C=N\Nc2ccc([N+](=O)[O-])cc2)ccc1OCC(=O)Nc1ccc(C)c(C)c1	.	.	12%	0.5%	.	.	0%	.	.	2%	14%	-3%
O=C(c1cccc(Oc2ccccc2)c1)N1CCOCC1	i	9	4%	0.0%	10	879	5%	1.4	57	-4%	8%	18%
CCOC(=O)c1c(NC(=O)COC(=O)c2nc(Cl)ccc2Cl)sc(C(=O)NC)c1C	i	28	8%	.	.	.	.	-0.8	47	.	.	3%
Cc1cc(C)nc(NC(=O)COc2cc(Cl)cc(Cl)c2)n1	i	48	1%	0.2%	10	762	7%	-1.2	67	-5%	19%	20%
COc1ccccc1Oc1nnnn1-c1ccc(C(N)=O)cc1	i	10	3%	5.1%	-30	776	-17%	-0.8	74	-9%	-4%	4%
Cc1cc(=O)oc2c(C)c(OCC(=O)NC3CCN(Cc4ccccc4)CC3)ccc12	i	13	6%	0.2%	-20	668	-3%	-1.0	54	-14%	-3%	.
Cc1ccc(C(=O)NC2CCN(CC(=O)Nc3c(C)cc(C)cc3C)CC2)cc1	i	32	2%	-0.3%	1	800	1%	1.9	67	-5%	3%	4%

Single records (already shown). Order of values: T cell HTS	T cell HTS vesicle-bound %	MgcRacGAP inhibition	GPR55 beta-arrestin	Lipid droplet	Lipid droplet cells 6.5 µM	GPR35 arrestin U2OS	NTR1 agonist	NTR1 agonist cell count 20 µM	LYP inhibition	GPR55 antagonists	SV40 large T antigen
CCOP(=O)(c1ccccc1)C(O)c1ccc(Br)cc1 (centres undefined) is listed with i	32	1%	0.3%	-18	661	3%	-1.2	62	5%	9%	-12%
CCCC(c1nnnn1C(C)(C)C)N1CCN(Cc2ccccc2)CC1 (centres undefined) is listed with i	46	7%	-0.1%	-1	751	9%	-0.7	29	-6%	8%	.
COc1ccc(CNC2CCCCC2)cc1 is listed with i	12	12%	0.3%	5	742	10%	-0.7	47	-6%	5%	12%

Assay outcomes (PubChem)
